Compound activity as filed in PubChem BioAssay.
SIRT5 block: blocks human SIRT5 desuccinylation of peptide | Q9NXA8 | inhibition, % at 15 µM | AID 652115 | 1.1% of 330,000 active | Purified SirT5, succinyl-peptide AMC, trypsin-coupled fluorescence; in the data active = inhibition above about 15%; inconclusive = no clear call, values can overlap the other calls
Target sequence (Q9NXA8 whole entry, looked up): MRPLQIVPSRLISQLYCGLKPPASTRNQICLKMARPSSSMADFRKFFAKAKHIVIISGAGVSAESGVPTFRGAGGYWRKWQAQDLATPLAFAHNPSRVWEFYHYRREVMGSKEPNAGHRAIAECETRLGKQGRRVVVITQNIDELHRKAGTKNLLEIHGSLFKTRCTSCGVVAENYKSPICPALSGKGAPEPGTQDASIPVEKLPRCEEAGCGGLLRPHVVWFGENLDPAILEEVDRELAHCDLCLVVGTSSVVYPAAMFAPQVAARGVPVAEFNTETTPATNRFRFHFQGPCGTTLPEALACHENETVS
ARNT TACC3 PPI: disrupts binding between human ARNT and TACC3. Q9Y6A5. AlphaScreen His-ARNT PAS-B/GST-TACC3 binding, luminescence; TACC3 fragment carries E629A point mutation. inhibition, % at 9.99 µM. 0.66% of 390,000 active. AID 623870;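 active = mean inhibition of replicates at least 50% and at least half of replicates each reaching 50%; inconclusive = half or more replicates reach 50% but mean below 50%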;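 note: 0% = complete ARNT plus TACC3 wells and 100% = ARNT alone without TACC3; many hits fall short of the cut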
LGR2 antag: blocks bursicon-induced cAMP signaling via Drosophila LGR2 | HEK293 LGR2, CRE-luciferase, bursicon-stimulated, 4 h | inhibition, % at 9.99 µM | 0.35% of 380,000 active | AID 720647;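 active = drop in luminescence signal, shown as inhibition above about 50% in the replicate tests, limit read from the data, passing the limit was not always enough; inconclusive = probably only some replicates passing the limit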;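 note: agonist challenge used bursicon conditioned medium at about half maximal strength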
PAX8 reporter: lowers PAX8-driven luciferase in RMG-I cells; inhibition, % at 12.6 µM; RMG-I TPO-luciferase reporter, SteadyGlo, 24 h; 1.2% of 360,000 active;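 active = mean replicate inhibition at least 60% with every replicate also reaching 60%; inconclusive = only one of the two criteria is met; inactive = mean below 60% and not all replicates reaching 60%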;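 note: luciferase light reporting Pax8 driven TPO promoter activity; plate controls were median of neutral control wells for no effect and mitoxantrone controls for full effect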
EWS-Fli block: inhibitors of EWS/Fli oncoprotein transcriptional activity | A673 NR0B1-luciferase reporter, viability-normalised | inhibition, % at 12.6 µM | 0.67% of 350,000 active | AID 651661;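 active = mean inhibition of at least 50% after viability correction, with every replicate also passing that limit; inconclusive = mean reaches 50% but only one of two replicates passes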;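 note: firefly luciferase signal divided by Alamar Blue viability fluorescence both relative to DMSO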
Casp6 inh: caspase-6 (human) enzyme inhibition | purified caspase-6, Z-VEID-R110 cleavage fluorescence | inhibition, % at 12.5 µM | 0.53% of 350,000 active | AID 686996;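 active = mean inhibition across replicates at least about 35%, with every replicate also reaching that limit, limit read from the data; inconclusive = only one of the two criteria met; inactive = neither criterion met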;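 note: 0% = median of neutral control wells and 100% = no fluorescence left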
Target sequence (P55212 24-179 limits assumed): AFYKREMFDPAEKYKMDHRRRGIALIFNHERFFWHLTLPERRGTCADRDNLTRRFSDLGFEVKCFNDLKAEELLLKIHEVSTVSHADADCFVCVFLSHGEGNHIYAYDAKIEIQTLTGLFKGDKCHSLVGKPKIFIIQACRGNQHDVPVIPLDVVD
Target sequence (P55212 194-293 limits assumed): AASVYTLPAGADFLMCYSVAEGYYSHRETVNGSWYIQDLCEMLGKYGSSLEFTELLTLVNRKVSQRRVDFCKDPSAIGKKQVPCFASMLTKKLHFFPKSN
DENV2 CPE: protects cells from dengue virus 2 cytopathic effect. DENV2-infected cells, cytopathic effect rescue, plate reader. CPE inhibition, % at 9.99 µM. 1.7% of 350,000 active. AID 651640; in the data active = CPE inhibition above about 20%, passing the limit was not always enough; inconclusive = no clear call, values can overlap the other calls; tested in BHK-21 cells;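 note: 0% = median of neutral control wells and 100% = median of positive control wells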
An asterisk follows results filed as active; u = inconclusive; x = no result given; & = joins results of further samples.

SMILES	SIRT5 block	ARNT TACC3 PPI	LGR2 antag	PAX8 reporter	EWS-Fli block	Casp6 inh	DENV2 CPE
Cc1cccnc1NC(=O)c1nn(C)c2c1CS(=O)(=O)c1ccccc1-2	-1.5	-8.3	2.6	7.6	-2.6	-4.9	-6.7
CC/C(O)=C1\C(=O)CCCC1=NCCc1c(C)[nH]c2ccc(C)cc12	2.6	2.4	5.2	-12.1	0.2	1.8	11.2
COc1ccccc1CNC(=O)C1CCCN(S(=O)(=O)c2cccc3nonc23)C1 (centres undefined)	0.8	-7.9	3.6	-5.2	x	-2.9	-1.4
Cc1cc(Br)ccc1OCC(=O)NNC(=O)Cc1ccccc1	-0.2	25.0	x	7.1	-6.1	1.5	-0.3
O=C(Nc1ccc(-c2nc3ccccc3[nH]2)cc1)C1CCCN(Cc2ccn[nH]2)C1 (centres undefined)	x	x	-5.9	-71.3	-88.9	-5.9	-1.5
Cc1ccccc1N1CC(C(=O)Nc2nnc(SCc3cccnc3)s2)CC1=O (centres undefined)	-0.9	0.5	10.3	5.9	x	1.8	0.8
NS(=O)(=O)c1ccc(CCNC(=O)c2ccc[nH]c2=S)cc1	-0.8	11.9	33.6	12.4	11.5	-0.1	-2.6
CC1(C)Cc2cccc(C(=O)Nc3ccncc3)c2O1	-1.5	-1.4	4.2	13.5	3.2	1.4	3.1
COc1cccc(C(=O)NCC(c2cccs2)N2CCc3ccccc32)c1 (centres undefined)	-1.6	11.6	0.9	5.8	-9.8	-0.8	3.1
O=C(Nc1nc(-c2ccccn2)cs1)C1CC(=O)N(c2ccc3c(c2)OCCO3)C1 (centres undefined)	-0.8	x	0.5	4.1	21.9	0.6	-8.9
NC(=O)CC(NC(=O)Cc1ccc(Br)cc1)c1ccc(N2CCN(c3ccccc3)CC2)c([N+](=O)[O-])c1 (centres undefined)	x	0.0	13.1	44.0	9.1	x	x
COC(=O)[C@H]1C[C@@H](c2ccccc2)[C@H](C)C1(C)C	-2.2	-7.6	2.4	-11.7	-2.8	-6.6	1.4
CCCCNC(=O)C[C@@H]1C[C@@]2(C(=O)OCC)CCCC=C2N(Cc2ccccc2)C1=O	-0.7	x	3.0	-1.3	-4.7	-1.2	1.1
O=C(CN1CCCCCC1)Nc1ccc(S(=O)(=O)N2CCOCC2)cc1	1.2	0.9	13.3	13.2	0.8	x	1.9
CO[C@H]1CN(C)C(=O)c2cc(NS(=O)(=O)CC(F)(F)F)ccc2OC[C@H](C)N(C)C[C@@H]1C	-9.3	-7.2	4.7	-17.0	7.7	-0.3	-7.7
O=C(Nc1ccccc1)N1CCCCN2[C@H](CO)[C@H](c3ccc(-c4ccccc4F)cc3)[C@H]2C1	-0.7	10.2	-3.7	-6.1	19.0	2.6	-4.9
CC(C)(C)S(=O)N1Cc2cc(C(=O)N3CCOCC3)nc(-c3cccc(Br)c3)c2[C@@H]1CCO (some centres undefined)	0.1	x	-5.2	8.1	-2.0	11.4	-9.3
CCOC(=O)/C(N=Nc1c(C)n(C)n(-c2ccccc2)c1=O)=C(\C)O	x	72.1*	19.1	5.7	x	x	x
CC(C)CC1C(C#N)=C(N)SC(N)=C1C#N	-1.0	27.1	-1.1	x	x	5.4	x
CCOC(=O)C1CCCN(S(=O)(=O)c2ccc(-c3cc(C)no3)s2)C1 (centres undefined)	2.5	-4.2	-0.1	0.9	6.0	9.0	-0.9
C[C@H](CO)N1C[C@H](C)[C@@H](CN(C)C)Oc2cc(C#CC(C)(C)O)ccc2S1(=O)=O	-2.0	-5.3	20.2	x	-3.5	-0.6	0.8
Cc1ccc(NC(=O)Cn2nnc(C(=O)NCCc3ccccc3)c2N)cc1Cl	-6.5	-8.6	7.5	3.9	x	-0.3	-6.4
Nc1ccc2ccccc2c1N=Nc1ccccc1	-1.1	19.2	-42.7	0.1	-16.9	0.1	u
O=C(C[C@H]1CC[C@H]2[C@@H](COC[C@@H](O)CN2C(=O)Nc2ccc(F)cc2)O1)NCC1CC1	2.3	-1.9	-13.6	x	x	-3.4	-0.6
CC(OC(=O)c1cccc(N2C(=O)c3ccccc3C2=O)c1)C(=O)Nc1ccc(N(C)C)cc1 (centres undefined)	-1.2	3.2	x	-14.8	-1.2	-4.0	1.6
C/C(=N\NC(=O)c1cc(O)cc(O)c1)c1ccc(NC(=O)Cc2ccccc2)cc1	7.0	35.0	-12.4	-106.5	-48.5	71.3*	2.4
COc1ccc(C(=O)NCCc2nnc3ccc(SCC(=O)Nc4ccccc4)nn23)cc1	2.3	-3.5	-3.7	0.6	6.3	-3.5	-1.3
Cc1ccc(C(=O)N2CCN(C(=O)c3ccc(C)cc3)C2)cc1	-4.5	2.5	-4.1	2.6	-6.0	-1.2	0.1
CCOc1ccc(CN(C)CC(O)COC(c2ccc(OC)cc2)c2ccc(OC)cc2)cc1 (centres undefined)	-2.6	1.2	-3.6	15.7	36.7	10.0	-2.9
N#C/C(=C\c1cccc(O)c1)C(=O)Nc1ccc2c(c1)OCCO2	0.3	0.3	-55.0	15.4	19.0	-1.8	0.6
COCCNC(=O)C(c1ccc(F)cc1)N(C(=O)CCC(=O)Nc1nccs1)c1cccc(C)c1 (centres undefined)	-1.2	7.2	-5.5	21.1	-0.6	x	11.2
COc1ccc(CNC(=O)CSc2nnc(C3CC3)n2C2CC2)cc1	-2.0	1.9	-5.4	2.3	-3.0	0.1	-2.7
NS(=O)(=O)c1ccc(Sc2nc3ccccc3s2)c([N+](=O)[O-])c1	-2.0	12.1	x	77.8*	25.2	9.9	-8.1
COc1cc2c(c(OC)c1OC)-c1ccc(OC)c(=O)cc1C(NC(=O)c1ccccc1)CC2 (centres undefined)	2.2	4.4	-18.1	69.9*	u	-0.3	-7.5
Nc1nc(-c2ccccc2)c(CCCOc2ccc(NC(=O)CBr)cc2)c(=O)[nH]1	-2.8	-2.3	18.8	2.8	12.0	11.9	24.4*
COc1ccc(C)cc1NC(=O)c1ccc2c(=O)n3c(nc2c1)CCCCC3	-0.3	1.5	-2.1	-2.5	-6.1	2.4	-1.8
CN1CCN(c2cc(=O)n(-c3ccc(Cl)cc3)c(=O)[nH]2)CC1	-1.4	-9.4	7.7	-21.9	-8.4	-0.1	u
N#CC(C#N)=Cc1ccc(OC(=O)c2ccccn2)cc1	-3.3	9.4	-3.6	-40.4	-21.6	-2.3	-3.0
COc1ccc(C(=O)Nc2ccc(C)cc2C(=O)c2ccccc2)c(OC)c1	-0.4	-32.5	6.5	-7.0	23.1	-0.4	-4.2
CC(C)(C)NC(=O)CSCc1c(Cl)cccc1Cl	-1.0	1.7	-14.1	41.4	-5.1	-4.4	4.2
CCOc1ccc(Cl)cc1S(=O)(=O)N1CCC(C(=O)NCC2CCCO2)CC1 (centres undefined)	-0.1	28.1	13.0	-12.7	x	x	-4.9
CCOC(=O)C1(CC2CC2)CCN(Cc2cnc(-c3ccc(OC)cc3)nc2)CC1	-4.2	4.3	24.3	-4.7	22.8	0.8	-1.0
CC(C)NC(=O)N(C)C[C@H]1Oc2ccc(NC(=O)CCCCCC(=O)Nc3ccccc3N)cc2CC(=O)N([C@H](C)CO)C[C@@H]1C	x	x	-10.8	-6.8	-8.8	0.3	3.5
O=C1NC2(CCCCC2)C(=O)N1/N=C/c1ccccc1Br	x	-0.1	-47.9	-48.3	5.4	4.1	-3.8
CSCC[C@H](NC(=O)COc1ccc(Cl)cc1Cl)c1nc2ccccc2[nH]1	x	17.4	-8.6	1.0	x	x	x

Three compounds from above, sorted by length of the SMILES, highest first:
SMILES	SIRT5 block	ARNT TACC3 PPI	LGR2 antag	PAX8 reporter	EWS-Fli block	Casp6 inh	DENV2 CPE
CC(C)NC(=O)N(C)C[C@H]1Oc2ccc(NC(=O)CCCCCC(=O)Nc3ccccc3N)cc2CC(=O)N([C@H](C)CO)C[C@@H]1C	x	x	-10.8	-6.8	-8.8	0.3	3.5
CCOC(=O)C1(CC2CC2)CCN(Cc2cnc(-c3ccc(OC)cc3)nc2)CC1	-4.2	4.3	24.3	-4.7	22.8	0.8	-1.0
COc1ccc(CNC(=O)CSc2nnc(C3CC3)n2C2CC2)cc1	-2.0	1.9	-5.4	2.3	-3.0	0.1	-2.7

(listing goes on)
SMILES	SIRT5 block	ARNT TACC3 PPI	LGR2 antag	PAX8 reporter	EWS-Fli block	Casp6 inh	DENV2 CPE
COC(=O)Cn1cnc2scc(-c3ccc(C)c(C)c3)c2c1=O	2.0	-1.7	9.4	8.8	8.6	16.7	3.2
CCNC(=O)OCc1cn(-c2ccccc2)nn1	-2.8	-0.1	-26.1	-2.8	-0.5	0.4	x
CCc1noc(C)c1C(=O)N1CCCC(C(=O)c2cc(F)ccc2OC)C1 (centres undefined)	-2.2	3.5	9.3	8.4	-1.6	0.6	0.3
C[C@H]1CCCCO[C@H](CN(C)C(=O)Nc2ccccc2)[C@@H](C)CN([C@@H](C)CO)C(=O)c2cc(NC(=O)CCC(F)(F)F)ccc2O1	0.6	-6.4	8.8	2.3	-4.1	-1.0	-8.7
COC(=O)C[C@H]1C=C[C@@H](NS(=O)(=O)c2ccccc2F)[C@H](CO)O1	-1.2	-12.4	5.6	-0.8	4.0	0.9	-4.2
COC(=O)/C(=C/N(C)C)C(=O)N1CCN(c2ccc(Cl)c(Cl)c2)CC1	1.9	6.7	-9.5	2.3	6.5	0.5	-0.1
COc1cccc(S(=O)(=O)N[C@H]2CC[C@H](CCN)O[C@@H]2CO)c1	-0.2	-4.7	7.5	5.4	-3.2	3.4	-7.0
COc1ccc(/C=C2\SC(=S)N(CC(=O)N(C)C3CCS(=O)(=O)C3)C2=O)cc1 (centres undefined)	-0.9	0.4	-2.0	-12.1	x	-1.3	2.7
COc1ccc(CN2[C@H](CO)[C@@H]3c4ccccc4NC[C@@H]32)cc1	0.1	30.1	-14.8	36.7	25.6	1.1	12.6
O=C(NCCS(=O)(=O)N1CCCCCC1)c1ccccc1	-8.6	-6.6	-18.0	-7.2	-2.3	-64.9	0.0
COc1ccccc1C(=O)NC(=O)COC(=O)c1cccc(NC(C)=O)c1	-1.0	4.3	-17.4	14.6	x	-1.7	-2.7
NS(=O)(=O)c1ccc(CNC(=O)c2ccncc2)cc1	-1.1	0.1	-1.8	-5.5	-2.6	-2.6	0.6
C[C@H]1CN([C@@H](C)CO)C(=O)c2cccc(NC(=O)NC3CCCCC3)c2O[C@H]1CN(C)C(=O)NC1CCCCC1	0.2	-4.5	1.7	x	-1.3	x	x
COC(=O)c1cc(OC)ccc1-c1ccc(OC)cc1	-11.9	-32.3	-5.7	x	-5.0	0.4	-0.2
O=C(O)C1=C[C@H](c2ccc(Br)cc2)C[C@H](OCc2ccc(CO)cc2)O1	-2.0	1.7	0.2	-4.9&2.9	-2.6&-17.9	-0.4&-1.4	11.1&-2.2
N#Cc1cccc(-c2ccc(C3[C@H]4CNC[C@@H]3N4S(=O)(=O)c3ccccc3)cc2)c1 (some centres undefined)	4.1&3.0	x	1.1&0.1	-11.1&2.4	3.4&2.2	-0.1&-2.1	8.5&11.2
N=c1c(C(=O)NCC2CCCO2)cc2c(=O)n3ccccc3nc2n1Cc1ccccc1 (centres undefined)	-111.1	-7.0	-26.0	3.0	x	0.9	-1.1
O=C(CSc1nnc(Nc2ccccc2)s1)NC1CCCC1	-0.6	x	x	0.0	2.3	-1.7	-5.8
COCC(=O)NC[C@@H]1[C@H](c2ccccc2)[C@@H](CO)N1C(C)=O	2.2	-2.6	-36.8	7.0	-1.1	2.2	3.8
CC(CCc1ccccc1)NC(=O)CCCn1ncn2c(cc3occc32)c1=O (centres undefined)	-2.8	-3.2	14.7	-2.5	x	1.0	1.7
CC(=O)NC[C@H]1[C@@H](c2ccc(-c3ccccc3F)cc2)[C@@H](CO)N1C(C)=O	-3.1	-7.6	8.2	4.7	-10.5	-0.2	41.4*
O=C(NNC(=O)C1CCN(Cc2ccccc2)CC1)c1cccs1	-7.3	-1.3	18.9	11.7	10.0	x	2.3
